TDP1 cell CPT – growth inhibition of DT40 Tdp1-/-;hTDP1 cells with camptothecin (screen for TDP1 inhibitors) | chicken DT40 Tdp1-/-;hTDP1 cells + 20 nM CPT, ATP luminescence, 48 h | Potency, µM (series often up to 46.2 µM), for inactives: at the top dose activity change, negative = growth inhibition, hits mostly inhibitors | 420,000 compounds, 12% hits | AID 686979; further: nearly all actives have a fitted effect of over 55% in size
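Chicken DT40 Tdp1-/- cells complemented with human TDP1, 400 cells/well, exposed to compounds plus 20 nM camptothecin for at least 48 h at 37 C; viability read as ATP content by CellTiter-Glo luminescence.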
TDP1 cell noCPT – qHTS for Inhibitors of human tyrosyl-DNA phosphodiesterase 1 (TDP1): qHTS in cells in absence of CPT; AID 686978, 2013; 420,000 compounds, 15% hits; Potency, µM (highest dose often 46.2 µM), without a hit: at the highest dose activity change, negative = growth inhibition, most hits filed as inhibitors; DT40 Tdp1-/- hTDP1 cells, no CPT, ATP luminescence, 48 h; further: nearly all actives have a fitted effect of over 55% in size
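DT40 Tdp1-/-;hTDP1 cells, no CPT (DMSO vehicle only), 400 cells/well; compounds pin-transferred; ≥48 hr, 37 °C; CellTiter-Glo 30 min RT dark, luminescence read.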
TDP1 block – inhibitors of human tyrosyl-DNA phosphodiesterase TDP1; Q9NUW8; recombinant TDP1, AlphaScreen DNA substrate cleavage; Potency, µM (doses to about 130 µM), without a hit: at the highest dose activity change, negative = inhibition, usual class: inhibitors; 350,000 compounds, 0.28% hits; further: nearly all actives have a fitted effect of over 40% in size
Target sequence (Q9NUW8 whole entry, looked up): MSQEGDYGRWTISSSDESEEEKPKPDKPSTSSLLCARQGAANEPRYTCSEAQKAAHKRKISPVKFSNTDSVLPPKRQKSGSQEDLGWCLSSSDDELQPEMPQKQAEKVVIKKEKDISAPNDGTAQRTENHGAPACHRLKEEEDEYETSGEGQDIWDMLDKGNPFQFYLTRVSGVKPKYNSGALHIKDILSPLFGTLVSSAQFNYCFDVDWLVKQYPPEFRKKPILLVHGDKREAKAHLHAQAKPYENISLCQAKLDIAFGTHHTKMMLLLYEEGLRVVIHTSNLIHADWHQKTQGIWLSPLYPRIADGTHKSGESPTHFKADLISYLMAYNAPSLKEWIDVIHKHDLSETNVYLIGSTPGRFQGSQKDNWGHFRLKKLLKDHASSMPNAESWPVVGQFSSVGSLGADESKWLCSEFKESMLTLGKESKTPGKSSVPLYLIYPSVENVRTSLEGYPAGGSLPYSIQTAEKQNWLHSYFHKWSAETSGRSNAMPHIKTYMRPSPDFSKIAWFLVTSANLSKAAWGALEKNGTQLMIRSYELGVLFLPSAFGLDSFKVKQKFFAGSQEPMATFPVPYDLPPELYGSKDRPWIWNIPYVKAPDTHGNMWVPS
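AlphaScreen read-out: signal falls as enzyme removes the 3' tyrosine-FITC from a 5'-biotinylated DNA oligo (15 nM, 5 min, RT). Enzyme was E. coli-made recombinant Tdp1 at 1 nM, exposed to compound for 15 min beforehand; beads 10 ug/ml, 10 min.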
Active calls of the source: *; ? = inconclusive; . = not tested or not shown; & = joins results of further samples; [ ] = remark or other dose. The call rests on the fitted dose curve; in most records, active means well fitted curve in the direction sought with a large enough effect; inconclusive means small, poorly fitted or top-dose-only effect, or another doubt; inactive means no such curve, though single readings can be large; an effect the other way counts as inactive or inconclusive. On the % scale 0 is the no-effect control and ±100 the full control effect; potency means the concentration at half of the fitted maximal effect. Random draw from the library; overall some 18% were active at least once.

SMILES	TDP1 cell CPT	TDP1 cell noCPT	TDP1 block
O=[N+]([O-])c1cnc(Sc2ccncn2)c([N+](=O)[O-])c1	1.2µM*	1.2µM*	.
COCCn1c(SCc2csc(-c3ccccc3)n2)nc2ccccc21	16µM*	18µM*	1%
O=C(Nc1cccc(C(F)(F)F)c1)c1cccc(NS(=O)(=O)c2ccc(Br)c(C(=O)O)c2)c1	6%	3%	2%
CCN(CC)C(=O)COc1ccc(-c2ccccc2)cc1	?	?	2%
CC(Nc1ccc(-c2nc(-c3ccncc3)no2)cc1[N+](=O)[O-])c1ccccc1 (stereo not given)	-18%	-21%	9%
CCOc1ccc(CNC(=O)CCc2cn(C)c3ccccc23)cc1OC	14%	0%	5%
CCOc1ccc(-c2ccc(/C=C3/C(=N)N4C(C)=CSC4=NC3=O)o2)c([N+](=O)[O-])c1	?	-114%	1%
COc1ccc(C(=O)NC2(C(F)(F)F)C(=O)Nc3c2c(=O)[nH]c(=O)n3CCc2ccc(OC)c(OC)c2)cc1 (stereo not given)	-3%&1%	0%&4%	3%&4%
O=C(NCCC1CCCCN1S(=O)(=O)c1ccc(F)cc1)C(=O)NC1CC1 (stereo not given)	0%	-3%	.
CC(C)(C)c1ccccc1NC(=O)Nc1nc(C(N)c2ccccc2)cs1 (stereo not given)	?	?	.
O=C(CSc1nc2c(c(=O)[nH]1)CCC2)Nc1cccc(Cl)c1	?	-16%	1%
COc1ccccc1N1CCN(C(=O)[C@@H]2CCCN2C2=NS(=O)(=O)c3ccccc32)CC1	-19%	-1%	.
Cc1ccnc(NS(=O)(=O)c2ccc(NC(=O)Cc3cccs3)cc2)n1	8%	-2%	-10%
O=C(O)c1cc(NCc2c(F)cccc2Cl)ccc1N1CCOCC1	-15%	3%	3%
O=C(CNC(=O)C12CC3CC(CC(C3)C1)C2)OCc1cc(=O)n2cc(Br)ccc2n1	-17%	-15%	-3%
COc1ccc(S(=O)(=O)N(C)C[C@H]2Oc3ccc(NC(=O)C4CC4)cc3C(=O)N([C@H](C)CO)C[C@@H]2C)cc1	?	?	3%
CCOC(=O)c1cc(NC(=O)N(CC)C2CCCCC2)c(C)nc1C	?	-24%	-1%
CCOc1ccc2nc(N=NC3=C(O)CC(C)(C)CC3=O)sc2c1	3.7µM*	4.1µM*	13%
COCCCn1c(SCC(=O)N2CCCC(C)C2)nnc1-c1ccco1 (stereo not given)	-5%	0%	3%
Cc1cccc2c1cnn2C(=O)CCC(=O)N1CC(C)CC(C)C1 (stereo not given)	?	?	.
FC(F)(F)c1ccccc1NC(=S)N1CCCC1	1%	-13%	0%
CCC(=O)NC(Nc1nc2ccc(C)cc2s1)(C(=O)OC)C(F)(F)F (stereo not given)	?	?	-1%
CCOC(=O)CNC(=O)CCc1nnc2ccc(N3CCC(C)CC3)nn12	23µM*	?	.
O=C(COC(=O)c1ccc(Cl)nc1)Nc1cc(S(=O)(=O)N2CCOCC2)ccc1Cl	?	?	-2%
CCC(C)(C(=O)NC1CCCCC1)N(Cc1cccs1)C(=O)Cc1cccs1 (stereo not given)	?	?	2%

3 of the compounds above, with values under each structure.
Results follow in this order: TDP1 cell CPT | TDP1 cell noCPT | TDP1 block
COc1ccccc1N1CCN(C(=O)[C@@H]2CCCN2C2=NS(=O)(=O)c3ccccc32)CC1
→ -19% | -1% | .
Cc1ccnc(NS(=O)(=O)c2ccc(NC(=O)Cc3cccs3)cc2)n1
→ 8% | -2% | -10%
O=C(O)c1cc(NCc2c(F)cccc2Cl)ccc1N1CCOCC1
→ -15% | 3% | 3%

Continuation:
SMILES	TDP1 cell CPT	TDP1 cell noCPT	TDP1 block
Cc1ccnc(NC(=O)C2CCCN(S(=O)(=O)c3ccc4[nH]c(=O)ccc4c3)C2)c1 (stereo not given)	-3%	24%	1%
CSc1cc(-c2ccccc2)n(C)c(=O)c1C#N	19%	?	-13%
O=C(N/N=C\C=C\c1ccco1)c1cc(-c2ccc3ccccc3c2)n[nH]1	?	?	-6%
CC(C)(C)C(=O)Nc1ccc(-c2cn3ccsc3n2)cc1	14µM*	?	-4%
CCN(CC)S(=O)(=O)c1ccc(N2CCN(CCO)CC2)nc1	3%	7%	0%
Cc1ccc(NC(=O)c2ccco2)cc1	16%	-4%	.
COc1cc2cc(CN(CCO)S(=O)(=O)c3ccccc3)c(=O)[nH]c2cc1OC	-7%	-1%	2%
CN(C)S(=O)(=O)c1ccc(N2CCCC2)c(C(=O)Nc2ccc(Br)cc2F)c1	?	?	.
COc1ccc(C2/C(=C(/O)c3ccccc3)C(=O)C(=O)N2CCO)cc1 (stereo not given)	?	4%	3%
CC(CCc1ccccc1)NC(=O)CCC(=O)N1CCC(C(N)=O)CC1 (stereo not given)	-6%	1%	1%
CCOc1ccc(CNC(=O)C(C)n2ncn3cccc3c2=O)cc1 (stereo not given)	-6%	-2%	-3%
Nc1c(-c2ccsc2)cnc2ncnn12	-5%	18%	-1%
C[C@@H]1CN([C@H](C)CO)C(=O)CCCn2nncc2CO[C@H]1CN(C)Cc1ccc(C(F)(F)F)cc1	4%	-2%	.
O=C(O)CCC(=O)NCc1ccc(F)cc1	5%	-7%	1%
C=CCn1c(SCC(=O)O)nnc1-c1ccccc1	-6%	4%	3%
O=C1C(Cc2ccc(Br)cc2)SC(=Nc2ccccc2)N1c1ccccc1 (stereo not given)	-6%	-29%	-1%
CCOC(=O)C1=C(CSc2nc3ccccc3s2)NC(=O)NC1c1ccc(OC)cc1 (stereo not given)	21µM*	18µM*	4%
CCCCC(=O)N1CC2(C)CN(C(=O)CCCC)CC(C)(C1)C2=O	-4%	-2%	-4%
COC(=O)c1ccccc1NC(=O)C1CCN(C(=O)c2cc(OC)cc(OC)c2)CC1	?	?	1%
O=S(=O)(c1ccc2nc(-c3ccccc3)[nH]c2c1)N1CCN(c2ccc(Cl)cc2)CC1	?	?	3%
CCCCNC(=O)c1nn2c(C(F)(F)F)cc(-c3ccc(OC)cc3)nc2c1Br	23µM*	?	.
C=C(C)C1CC=C(C)/C(=N/NC(=O)COc2cccc(C)c2)C1 (stereo not given)	?	?	0%
COc1ccc(-n2nc3c(c2NC(=O)C(C)Oc2ccccc2)CS(=O)C3)cc1 (stereo not given)	15%	-3%	3%
CNc1ccc(SC#N)cc1	?	?	5%
N#Cc1c(N)sc(=S)c2c1CCCC2	?	?	6%

Additional structures follow:
SMILES	TDP1 cell CPT	TDP1 cell noCPT	TDP1 block
COc1ccc(C(=O)N/C(=C\c2ccc(Cl)cc2)C(=O)NCCN2CCOCC2)cc1	-15%	-1%	.
CCN(CC)c1ncnc2c1cnn2Cc1ccc(C)cc1	?	12µM*	.
O=C(NN1C(=O)c2ccccc2NC1c1ccoc1)c1ccccc1 (stereo not given)	-4%	3%	0%
CCCC(=O)N(Cc1cc2cccc(C)c2[nH]c1=O)c1ccccc1OC	?	?	2%
O=C(Nc1ccccc1)OCCNC(=O)c1ccccc1	-21%	-27%	9%
Cc1cc(C)nc(NS(=O)(=O)c2ccc(NC(=S)NC(=O)c3cccnc3)cc2)n1	0%	-7%	3%
Cc1cccc(NC(=O)Cn2cc(S(=O)(=O)Cc3ccccc3Cl)c3ccccc32)c1	?	21µM*	6%
CC(O)CNc1nc2c(c(=O)n(Cc3ccc(Cl)c(Cl)c3)c(=O)n2C)n1C (stereo not given)	?	?	8%
CC(=O)c1ccc(O)c(CSc2nncn2C)c1	-14%	19%	1%
O=C(NCCNC(=O)c1ccco1)c1ccc(F)cc1	8%	7%	5%
O=C(Cc1ccc(Cl)cc1)NCCc1csc2nc(-c3ccccc3F)nn12	-25%	-13%	1%
CC1CCc2c(sc3nnn(CCCCOc4ccc(Cl)cc4)c(=O)c23)C1 (stereo not given)	-8%	-9%	2%
CCc1ccc(N2C(=O)c3ccc4c5c(ccc(c35)C2=O)CC4)cc1	1%	-7%	.
Cn1c(N)c(C(=O)CSc2ccc3c(c2)OCCO3)c(=O)n(C)c1=O	18µM*	18µM*	2%
Cc1ccc(C)c(NC(=S)N2CCN(c3ccccn3)CC2)c1	0%	-7%	2%
COC(=O)c1cccc(NC(=O)CCc2ccccc2)c1	-17%	-6%	-1%
O=C(c1cc(C(F)(F)F)cc(C(F)(F)F)c1)N1CCC2(CC1)CN(c1ccncc1)C2	?	?	.
CC(C)Oc1ccc(CNC(=O)c2cc3ccccn3n2)cc1	-29%	-25%	-3%
C[C@H](NC(N)=O)C(=O)OCC(=O)Nc1ccc(OC(F)F)cc1	0%	2%	3%
Cc1c(NS(=O)(=O)c2ccc(S(=O)(=O)c3ccccc3)s2)c(=O)n(-c2ccccc2)n1C	2%	-8%	-4%
Cc1ccc(NC(=O)c2ncn(CCCNCCCc3ccccc3)n2)cc1C	?	21µM*	.
COc1cccc(CNC(=O)c2ccc(-c3nc(CS(=O)c4ccccc4)c(C)o3)cc2)c1 (stereo not given)	?	16µM*	3%
N#CCC(=O)N/N=C/c1cn(Cc2ccc(Cl)cc2Cl)c2ccccc12	-7%	?	-4%
COc1cc(C)c(S(=O)(=O)NOCc2ccc([N+](=O)[O-])cc2)c(C)c1C	-23%	?	1%
O=C(NCc1nnnn1-c1ccc(F)cc1)c1ccc2ccccc2c1	-3%	?	.

Continued.
SMILES	TDP1 cell CPT	TDP1 cell noCPT	TDP1 block
Cc1cc(Nc2ccccc2)n(-c2ccc(Br)cc2)n1	18µM*	?	-7%
C/C(=C/C(=O)O)C(=O)Nc1cccc(C(F)(F)F)c1	?	-8%	0%
CCN1CCC(N[C@H]2C[C@@H](C(=O)NC)N(Cc3cccc4ccccc34)C2)CC1	-8%[9.04 µM]	?	.
Cn1c(=O)c2c(nc(Oc3ccc(-c4ccccc4)cc3)n2C)n(C)c1=O	-35%	?	1%
Cc1ccccc1OCC(=O)Nc1ccccc1OCc1cc(=O)n2ccccc2n1	-9%	-5%	3%
COc1ccc(C(CC(=O)Nc2ccc(OC)c(OC)c2)N2Cc3ccccc3C2=O)cc1 (stereo not given)	?	?	-3%
O=C(CCNS(=O)(=O)c1ccc(Br)cc1)NCc1ccc(Cl)cc1	?	0%	0%
Cc1cccc(C)c1NC(=O)C1(C)CN(S(C)(=O)=O)CC(=O)N1Cc1cccs1 (stereo not given)	?	5%	.
O=C(CSc1nc(-c2ccc(Cl)cc2)cs1)Nc1cccc([N+](=O)[O-])c1	?	16µM*	-3%
CC(C)NCC1CCc2cc(CO)c([N+](=O)[O-])cc2N1 (stereo not given)	?	2%	-3%
O=C(Nc1ccc([N+](=O)[O-])c(NC(=O)C2CCCO2)c1)C1CCCO1 (stereo not given)	-19%	-22%	-3%
CCN(CC)S(=O)(=O)c1ccc(N2CCCCC2)c(C(=O)Nc2ccccc2N2CCOCC2)c1	10µM*	9.2µM*	4%
CS(=O)(=O)N(CC(=O)Nc1ccccc1C(=O)N1CCOCC1)c1cccc([N+](=O)[O-])c1	17%	15%	2%

Gathered by group: the compounds so far with a Cl atom.
SMILES	TDP1 cell CPT	TDP1 cell noCPT	TDP1 block
O=C(CSc1nc2c(c(=O)[nH]1)CCC2)Nc1cccc(Cl)c1	?	-16%	1%
O=C(O)c1cc(NCc2c(F)cccc2Cl)ccc1N1CCOCC1	-15%	3%	3%
O=C(COC(=O)c1ccc(Cl)nc1)Nc1cc(S(=O)(=O)N2CCOCC2)ccc1Cl	?	?	-2%
O=S(=O)(c1ccc2nc(-c3ccccc3)[nH]c2c1)N1CCN(c2ccc(Cl)cc2)CC1	?	?	3%
COc1ccc(C(=O)N/C(=C\c2ccc(Cl)cc2)C(=O)NCCN2CCOCC2)cc1	-15%	-1%	.
Cc1cccc(NC(=O)Cn2cc(S(=O)(=O)Cc3ccccc3Cl)c3ccccc32)c1	?	21µM*	6%
CC(O)CNc1nc2c(c(=O)n(Cc3ccc(Cl)c(Cl)c3)c(=O)n2C)n1C (stereo not given)	?	?	8%
O=C(Cc1ccc(Cl)cc1)NCCc1csc2nc(-c3ccccc3F)nn12	-25%	-13%	1%
CC1CCc2c(sc3nnn(CCCCOc4ccc(Cl)cc4)c(=O)c23)C1 (stereo not given)	-8%	-9%	2%
N#CCC(=O)N/N=C/c1cn(Cc2ccc(Cl)cc2Cl)c2ccccc12	-7%	?	-4%
O=C(CCNS(=O)(=O)c1ccc(Br)cc1)NCc1ccc(Cl)cc1	?	0%	0%
O=C(CSc1nc(-c2ccc(Cl)cc2)cs1)Nc1cccc([N+](=O)[O-])c1	?	16µM*	-3%

Assay outcomes (PubChem)
